Nrf2 ARE act = activates Nrf2 signaling; AREc32 ARE-luciferase reporter (MCF7-derived line), luminescence, 24 h; actives 0.31% (n = 410,000); Potency, µM (highest dose often 46.1 µM), without a hit: top-dose activation, hits mostly activators; note: potency is the fitted concentration of half-maximal effect; % of control where 0% means no effect; nearly all actives have a fitted effect of over 65% in size
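Cells of the AREc32 ARE-luciferase line are plated in OPTI-MEM containing 5% FBS and left overnight at 37 deg C. Compounds are pinned in, incubation continues 24 hr, and firefly luciferase signal is then measured.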
TGFb inhibitor = inhibitors of TGF-b signaling. HepG2 CAGA-GFP TGF-b/SMAD3 reporter, GFP fluorescence, 18 h; TGF-beta stimulated, 500 pg/mL final. Potency, µM (doses to about 46.1 µM), for the others: top-dose activity, negative = inhibition, most hits filed as inhibitors. actives 1.2% (n = 410,000). AID 588855; note: potency is the fitted concentration of half-maximal effect; % is set by controls: 0 for no effect and ±100 for the full control effect; nearly all actives have a fitted effect of over 65% in size
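HEPG2 CAGA-GFP, 1000 cells/well; 2 h settle, 37 C; cpd via pin tool; TGF-b 500 pg/mL final; 18 h, 37 C; GFP imaging ex488/em500-530; %Activity normalised to -TGF-b and +DMSO controls; CRC fit, curve class.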
Nrf2 block = Nrf2 pathway inhibition; A549 ARE-Fluc reporter, luciferase luminescence, 18-24 h; Potency, µM (doses to about 46 µM), inactives show top-dose activity change, negative = inhibition, actives largely listed as inhibitors; actives 2.1% (n = 360,000); note: potency is the fitted concentration of half-maximal effect; % is set by controls: 0 for no effect and ±100 for the full control effect; nearly all actives have a fitted effect of over 60% in size
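Nrf2 activity is the BugLite luminescence, read 15 min after reagent at room temperature, following CellTiter-Fluor cytotoxicity readout (30 min, 37C). Compound titrations were applied for 18-24 h to 5000 A549 ARE_Fluc cells/well in 5% FBS OPTI-MEM.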
pAkt inh = Akt phosphorylation inhibition | Neuro2A IGF-stimulated pAkt S473 HTRF, 20 min; hits give low values | activity change, % for hits at 50 µM | actives 0.32% (n = 360,000); in the data active = activity change below about -80%; inconclusive = mostly about -51% to -80%; note: % is set by controls: 0 for no effect and ±100 for the full control effect
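Single-point screen (50 µM final compound) in Neuro2A cells stimulated 20 min with 6 nM IGF at 37 deg C. After lysis, Ser473-phosphorylated Akt read by HTRF (ex 330 nm, em 615/665 nm) as the 665/615 ratio.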
Mm-Cpn inhibitor = blocks the Methanococcus maripaludis chaperonin Mm-Cpn | Potency, µM (series often up to 76.9 µM), inactives show at the highest dose activity, negative = inhibition, actives largely listed as inhibitors | actives 0.031% (n = 330,000) | purified Mm-Cpn ATPase, ADP Transcreener TR-FRET; note: potency is the fitted concentration of half-maximal effect; % is set by controls: 0 for no effect and ±100 for the full control effect; nearly all actives have a fitted effect of over 80% in size
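Measured: ADP formation by purified Mm-CPN. Conditions: 25 nM protein, 10 uM ATP, Tris pH 7.4 with Mg2+, K+ and DTT, 37°C for 30 min. Detection: Transcreener HTRF after 30 min at room temperature.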
HepG2 viability = counter-screen for TGF-b inhibitors: cytotoxicity in HepG2 cells. AID 588856. Potency, µM (highest dose often 46.1 µM), inactives show top-dose activity change, negative = cytotoxicity, usual class: cytotoxic. actives 0.76% (n = 410,000). HepG2 CAGA-GFP viability, ATP luminescence, 18 h; note: potency is the fitted concentration of half-maximal effect; some results filed as inactive show a strong effect at the top dose
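CellTiter-Glo luminescence gave cytotoxicity after 18 hours at 37 degrees C. The cells were HepG2 CAGA-GFP in 1% FBS DMEM, stimulated with 500 pg/mL TGF-beta after compound addition. %Activity was normalised to no-cell wells (complete cell-killing) and DMSO (no toxicity), and curves were fitted and classified.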
CCT modulator = modulators of cytosolic chaperonin (CCT/TRiC) activity; purified chaperonin ATPase assay, HTRF ADP detection, 30 min; activity change, % (concentration not given with the values), hits read low; actives 0.3% (n = 360,000); AID 651819; in the data active = activity change below about -30%; note: % is set by controls: 0 for no effect and ±100 for the full control effect
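We incubate TRiC, 40 or 20 nM final, with library compounds at 76 uM and 10 uM ATP for 30 min at 37 °C. ADP formed is detected with Transcreener HTRF reagents after 30 min at room temperature.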
Abeta rescue = A-beta toxicity reversal in yeast. AID 1347071. Potency, µM (doses to about 46.1 µM), for inactives: at the highest dose growth rescue, usual class: activators. actives 0.063% (n = 410,000). yeast expressing A-beta42, growth rescue, OD600, 48 h; response scale: 0% DMSO, 100% iron-clioquinol control; note: potency is the fitted concentration of half-maximal effect; nearly all actives have a fitted effect of over 55% in size
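Growth rescue measured by 600 nm absorbance after 48 h yeast culture at 30 C with compound. Values normalized between DMSO and an equimolar ferric chloride plus clioquinol control.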
A549 viability = A549 cytotoxicity, counter-screen for Nrf2 inhibitors. A549 ARE-Fluc cells, CellTiter-Fluor viability, 18-24 h. Potency, µM (titrated, usually from 46 µM), inactives show at the highest dose activity change, negative = cytotoxicity, hits mostly inhibitors. actives 0.16% (n = 390,000); note: potency is the fitted concentration of half-maximal effect; % is set by controls: 0 for no effect and ±100 for the full control effect
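A549 ARE_Fluc cells in 5% FBS OPTI-MEM were exposed to compounds in concentration-response for 18-24 h at 37 deg C. Viability was read by CellTiter-Fluor fluorescence (Ex 405/Em 525) after 30 min, before the luciferase read.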
Active calls of the source: *; i = inactive; ? = inconclusive; . = not tested or not shown; & = joins results of further samples; [ ] = dose if it differs, or a comment. Unless noted, calls come from the whole dose curve; as a rule, active = well fitted curve in the direction sought with a large enough effect; inconclusive = small, poorly fitted or top-dose-only effect, or another doubt; inactive = no such curve, though single readings can be large; an effect the other way counts as inactive or inconclusive.

SMILES	Nrf2 ARE act	TGFb inhibitor	Nrf2 block	pAkt inh	Mm-Cpn inhibitor	HepG2 viability	CCT modulator	Abeta rescue	A549 viability
Nc1c(C(=O)NCc2ccc(Cl)cc2)sc2nc3c(c(C(F)(F)F)c12)CCC3	-0.3%	-1%	?	i	-2%	-9%	-0.6	-21%	2%
COc1ccccc1NS(=O)(=O)c1cccc(NC(=O)c2[nH]c(C)c(C(C)=O)c2C)c1	12%	?	?	i	-1%	-26%	0.9	1%	0%
COc1ccc(CNC(=O)C2CCN(C(=O)c3ccc(F)cc3)CC2)cc1OC	0.4%	-6%	1%	i	1%	-11%	-0.6	-6%	0%
CCN(CC)C(=O)Cn1cc(S(=O)(=O)CC(=O)NCc2ccc(F)cc2)c2ccccc21	0.1%	3%	-7%	i	0%	0%	0.3	7%	-2%
CCCCCCC(O)(c1ccccc1)C(CN1CCOCC1)c1ccccc1 (centres undefined)	2.0%	16µM*	-4%	i	1%	-57%	-1.7	26%	-16%
CCc1cccc(CC)c1NC(=O)Cn1nnc2sc3c(c2c1=O)CCCC3	-0.3%	1%	10%	.	.	1%	.	-6%	3%
Cn1c(NC(=O)c2ccc(Cl)cc2)c(-c2ccccn2)c(=O)c2ccccc21	0.1%	-9%	4%	i	2%	2%	-0.4	-14%	-5%[1.84 µM]
CCn1c(Cc2cccn2C)nnc1SCC(=O)c1ccc(C)cc1	0.1%	4%	8%	i	-2%	15%	-1.3	-2%	-8%
COc1ccc2c(c1)c(=O)oc1cc3occ(C(C)(C)C)c3cc12	-0.1%	-18%	-25%	i	1%[15.4 µM]	-14%	0.1	7%	0%
COCCNC(=O)C1(C)CCN(Cc2ccccc2C#N)C1 (centres undefined)	-0.4%	-13%	.	i	.	-8%	0.1	-14%	.
COc1ccc(-c2nc3c4ccccc4ccn3c2Cc2ccsc2)cc1OC	20%	?	.	i	.	-25%	1.6	-4%	.
COc1ccccc1Nc1c([N+](=O)[O-])cc(C)cc1[N+](=O)[O-]	5.0%	-15%	2%	i	-1%	6%	-0.7	-4%	-2%
CCC[N+](CC#Cc1ccccc1)(CCC)CC(=O)OC	-2.4%	-1%	?	i	2%	-18%	-0.7	-10%	-2%
O=C(COC(=O)C12CC3CC(CC(Cl)(C3)C1)C2)NCc1ccco1	.	-5%	2%	.	.	-3%	.	.	-2%
COCCn1c(=O)[nH]c(=O)c2cc(C(=O)c3cc(Cl)ccc3O)cnc21	0.4%	6%	1%	i	-16%	-23%	1.5	-20%	1%
Cc1ccc(CN(C)C(=O)COC(=O)CSc2ccc(C(N)=O)cc2[N+](=O)[O-])cc1	0.1%	13%	?	i	2%	-28%	0.6	15%	-5%
COc1cccc(CNC(=O)C(=O)Nc2c3c(nn2-c2ccccc2)CSC3)c1	0.0%	-23%	.	.	.	-22%	.	2%	1%
COc1ccc(CC(=O)Nc2cccc(/C(C)=N/NC(=O)c3cccc([N+](=O)[O-])c3)c2)cc1	3.1%	6%	-2%	i	1%	-4%	-2.6	20%	-9%
CC(C)(C)NC(=O)NC(=O)COC(=O)Cc1c(Cl)cccc1Cl	-0.3%	-3%	14%	i	0%	-10%	0.6	25%	9%
CC(=O)N1CCN(C(=S)NC(=O)c2ccc(F)cc2)CC1	-0.4%	0%	-16%	i	3%	-15%	-1.8	-14%	-15%
CNC(C)C#Cc1ccc2sc3cccc(OC)c3c(=O)c2c1 (centres undefined)	16%	?	-9%	i	-6%	-8%	-3.1	-10%	-1%
CC(Oc1ccc(Br)cc1)C(=O)Nc1cc(Cl)ccc1N1CCN(C)CC1 (centres undefined)	3.5%	?	-12%	i	5%	-30%	1.6	-1%	-9%
COCCCN(C)C1CCN(C(=O)Nc2ccc(F)cc2)CC1	-0.6%	-4%	5%	i	-2%	-18%	1.5	-4%	-3%
O=C(NCCCn1ccnc1)/C(=C\c1ccccc1Cl)NC(=O)c1ccccc1	-0.7%	?	2%	i	0%	-33%	-0.9	8%	-2%
O=C(Nc1cc([N+](=O)[O-])ccc1F)c1ccc2c(c1)OCCO2	2.7%	-1%	4%	i	3%	11%	0.4	-4%	-3%

(cont.)
SMILES	Nrf2 ARE act	TGFb inhibitor	Nrf2 block	pAkt inh	Mm-Cpn inhibitor	HepG2 viability	CCT modulator	Abeta rescue	A549 viability
Cc1c(CCC(=O)O)c(=O)oc2c(C)c(OCc3ccccc3Cl)ccc12	-1.3%	-13%	?	i	0%	-1%	-0.1	-13%	0%
CCOc1ccc(NC(=O)NC(C)c2c(-n3cccc3)sc(C)c2C)cc1 (centres undefined)	3.7%	.	21µM*	.	.	4%	.	7%	-28%
Cc1cc(NC(=O)CCCn2nc([N+](=O)[O-])c(Br)c2C)no1	-0.7%	-2%	5%	i	-1%	9%	2.3	0%	6%
Cc1ccc(C)c(NC(=O)CN(C)C(=O)c2cccc(-n3cccc3)c2)c1	-1.6%	-1%	-12%	i	-2%	-7%	-6.4	24%	-5%
COc1cccc(C(c2nnnn2Cc2ccco2)N2CCN(c3cccc(C)c3C)CC2)c1OC (centres undefined)	-0.2%	?	23µM*	i	1%	1%	0.0	-7%	1%
CC(NC(=O)c1ccnc(C(C)(C)C)c1)c1ccccc1 (centres undefined)	0.1%	31%	?	i	-7%	1%	-3.6	27%	1%
Clc1ccc(CN2CCc3c([nH]c4ccccc34)C2)cc1Cl	-2.2%	18µM*	-7%	i	0%	-116%	-0.5	7%	5%
COc1ccc(/C=C2\SC(=S)N(CCC(=O)N(CCO)c3ccccc3)C2=O)cc1OC	0.2%	-13%	-6%	i	0%	-12%	-5.3	9%	1%
COc1ccc(C(=O)Nc2ccc3nc4c(c(Nc5ccccc5OC)c3c2)CCCC4)c(OC)c1	-1.0%	-22%	-13%[9.27 µM]	.	.	-19%	.	-2%	?
CCCn1nc(C(=O)NNC(=O)CCOc2ccccc2OCC)c2ccccc2c1=O	-0.8%	-9%	-6%	i	3%	-14%	1.1	0%	0%
O=C(Nc1ccc2nc(SCC(=O)N3CCCC3)sc2c1)c1cccc(F)c1	3.8%	0%	?	.	.	-11%	.	-19%	?
CCOc1cc(CNc2ccc(O)cc2)cc(Br)c1OCc1ccccc1F	?	?	?	i	-1%	-102%	-0.7	-22%	-14%
O=C(c1ccccc1)N(C(=O)c1ccccc1)c1ccccc1	2.6%	8%	.	i	.	-12%	0.1	-37%[inhibitor]	.
COc1ccc(CN(C(=O)c2ccc(-c3ccccc3)[nH]2)C(C(=O)NC(C)(C)C)c2ccncc2)cc1 (centres undefined)	?	?	?	i	-8%	-13%	-1.1	?	-18%
CN(C)CC[C@@H](c1ccc(Cl)cc1)c1ccccn1	0.2%	5%	-8%	i	.	-18%	0.5	-9%	0%
Cc1ccc(N=CC2=C(O)CC(c3ccco3)CC2=O)cc1 (centres undefined)	4.6%	15%	9%	i	-1%	-2%	0.8	-9%	.
Cc1cccc(NC(=S)NC(=O)c2ccc(Br)o2)c1C	3.4%	?	0%	i	1%	-3%	-2.6	12%	-2%
O=C(CCNS(=O)(=O)c1ccc(Cl)cc1)N1CCC2(O)CCCCC2C1 (centres undefined)	-0.7%	11%	?	i	1%	-7%	-0.6	?	-19%
CCOC(=O)c1cnc(SCC#N)nc1N	5.8%	0%	7%	i	0%	8%	1.0	-10%	1%
CCOc1ccc(NC(=O)c2nnn(-c3ccc(F)c(Cl)c3)c2C)cc1	0.0%	-3%	-3%	.	.	7%	.	-8%	5%
CC(=O)NC(=O)c1nnn(Cc2ccccc2)c1NC(C)=O	-0.5%	-18%	20%	i	0%	-2%	1.8	-3%	6%
CCCCN(CCCC)S(=O)(=O)c1ccc(NC(=O)c2c(-c3ccccc3)noc2C)cc1	1.6%	?	7%	.	.	1%	.	-20%	6%
CCCCn1c(=O)c(CCC(=O)O)nc2ccccc21	-0.2%	5%	-27%	i	1%	3%	1.3	-9%	0%
C[C@@H]1CC[C@]2(C(=O)O)CC[C@]3(C)C(=CCC4[C@@]5(C)CC[C@H](O)[C@@](C)(C(=O)O)C5CC[C@]43C)C2[C@]1(C)O (some centres undefined)	-0.3%	0%	7%	i	0%	-6%	-2.9	1%	1%
Nc1c(Cl)ncnc1N/N=C/c1ccc2ccccc2n1	?	4.5µM*	13µM*	i	-1%	-20%	-2.2	-26%	?
COc1ccc(OC)c(NC(=O)C2CCCN(S(=O)(=O)c3c(C)nn(C)c3C)C2)c1 (centres undefined)	-0.6%&-0.9%	2%&-11%	7%&1%	i	.	5%&2%	-0.5	10%&4%	-3%&-1%
O=C(Nc1cc(S(=O)(=O)N2CCOCC2)ccc1Cl)c1cc(=O)c2ccccc2o1	7.7%	25%	-11%	i	2%	5%	0.2	0%	-1%

Random excerpt: 5 compounds from above.
SMILES	Nrf2 ARE act	TGFb inhibitor	Nrf2 block	pAkt inh	Mm-Cpn inhibitor	HepG2 viability	CCT modulator	Abeta rescue	A549 viability
Nc1c(Cl)ncnc1N/N=C/c1ccc2ccccc2n1	?	4.5µM*	13µM*	i	-1%	-20%	-2.2	-26%	?
CCOc1ccc(NC(=O)c2nnn(-c3ccc(F)c(Cl)c3)c2C)cc1	0.0%	-3%	-3%	.	.	7%	.	-8%	5%
CCOc1cc(CNc2ccc(O)cc2)cc(Br)c1OCc1ccccc1F	?	?	?	i	-1%	-102%	-0.7	-22%	-14%
Cc1cc(NC(=O)CCCn2nc([N+](=O)[O-])c(Br)c2C)no1	-0.7%	-2%	5%	i	-1%	9%	2.3	0%	6%
CCCCn1c(=O)c(CCC(=O)O)nc2ccccc21	-0.2%	5%	-27%	i	1%	3%	1.3	-9%	0%

Screening data (PubChem BioAssay)
